From PubChem BioAssay
APJ antagonist – antagonists of human apelin receptor APJ, primary screen, CHO-K1 cells, beta-arrestin complementation, luminescence | inhibition, % at 20 µM | 0.32% of 330,000 active | P35414;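 active = inhibition above about 40% at 20 µM, limit read from the data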;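 also: cells challenged with 10 nM apelin-13 agonist together with compound; plate controls were apelin-13 plus DMSO wells for no effect and DMSO wells lacking apelin-13 for full effect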
Target sequence (P35414 whole entry, looked up): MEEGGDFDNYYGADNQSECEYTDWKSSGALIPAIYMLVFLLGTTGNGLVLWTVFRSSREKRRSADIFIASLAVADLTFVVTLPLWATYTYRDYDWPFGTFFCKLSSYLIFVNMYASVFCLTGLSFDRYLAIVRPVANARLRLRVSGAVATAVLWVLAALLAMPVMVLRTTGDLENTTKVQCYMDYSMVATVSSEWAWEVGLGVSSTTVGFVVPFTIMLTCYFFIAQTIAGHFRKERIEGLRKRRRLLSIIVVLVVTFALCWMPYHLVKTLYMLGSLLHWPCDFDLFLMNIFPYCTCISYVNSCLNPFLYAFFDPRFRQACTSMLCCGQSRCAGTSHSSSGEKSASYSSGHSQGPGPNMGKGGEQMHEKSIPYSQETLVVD
TIM10 inh – growth inhibitors of isogenic TIM10 control yeast, primary screen, counter-screen for tim10-1 yeast inhibitor project, luminescence, uHTS | S. cerevisiae TIM10 strain growth, BacTiter-Glo luminescence, 24 h | inhibition, % at 10 µM | 1.4% of 330,000 active | AID 463195, 2010;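 active = inhibition of 40% or more at the single tested concentration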;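 also: wild-type TIM10 isogenic control strain grown at permissive 25 °C; 0% = DMSO yeast wells and 100% = minimal medium wells without yeast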
MPTP inh – mitochondrial permeability transition pore inhibitors, primary screen, biochemical, isolated mouse mitochondria, absorbance | Ca2+ swelling absorbance, 30 min | inhibition, % at 10 µM | 1.4% of 360,000 active | AID 602449, 2012;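 active = inhibition of 50% or more, scaled per plate between neutral and stimulator controls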;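 also: 0% = DMSO wells given calcium and 100% = 1 mM EGTA wells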
GRIN3A LBD mod – binders of NR3A ligand-binding domain, primary screen, biophysical, differential scanning fluorimetry, uHTS | Glutamate receptor ionotropic, NMDA 3A (GRIN3A) ligand-binding domain | NR3A LBD differential scanning fluorimetry, Tm shift; 0% = protein alone, 100% = glycine-bound protein | Tm shift relative to glycine control, % at 25 µM | 2.5% of 340,000 active;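 active = melting temperature shift of at least 10% of the positive control shift, at one fixed dose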
tim10-1 inh – growth inhibitors of tim10-1 mutant yeast, primary screen, luminescence, uHTS; S. cerevisiae tim10-1 ts strain growth, BacTiter-Glo, 24 h; inhibition, % at 20 µM; 2.2% of 330,000 active; AID 463190, 2010;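 active = inhibition of at least 40%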;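 also: mutant grown at 25 °C; 0% = DMSO wells with yeast and 100% = wells holding no yeast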
APJ ag – agonists of human apelin receptor APJ, primary screen, CHO-K1 cells, PathHunter beta-arrestin, luminescence | 0% DMSO wells, 100% apelin | activation, % at 20 µM | P35414 | AID 2520, 2010 | 0.11% of 330,000 active;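 active = activation more than six SD over the plate average, tested at 20 µM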;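 also: 0% = DMSO alone and 100% = apelin-13 at 10 nM; some results filed as inactive read as strong as hits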
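system = engineered CHO-K1 APJ arrestin reporter cells | input = 1000 cells per well | timing = overnight seeding, 90 min compound at 25 °C, 1 h detection | measured by = enzyme-fragment complementation luminescence | read-out = beta-arrestin recruitment to APJ as agonist activity, luminescent signal | control set = negative DMSO alone, positive Apelin-13 at 10 nM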
NALP3 yeast inh – NALP3 inflammasome inhibitors in reconstituted yeast, primary screen, luminescence, uHTS. Yeast reconstituted NLRP3/ASC/caspase-1, beta-gal luminescence, 24 h. inhibition, % at 10 µM. 0.39% of 330,000 active. AID 2825, 2010;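 active = inhibition of 50% or more; inactive = inhibition below 50%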;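 also: plate controls were induced DMSO wells for no effect and uninduced yeast grown without galactose for full effect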
MIN6 prolif – inducers of MIN6 beta-cell proliferation, primary screen, ATP luminescence, uHTS; MIN6 cells proliferation, ATPlite luminescence, 48 h; cells starved in 0.2% serum; 100% = growth in 10% serum; proliferation, % at 10 µM; 0.29% of 330,000 active; AID 2380, 2010;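 active = compounds whose signal lies at least 3.5 SD above the mean of all wells on their plate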;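 also: 0% = DMSO-treated cells in low-serum medium and 100% = 10% serum control; some compounds called inactive have numbers as strong as hits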
tim23-1 inh – growth inhibitors of tim23-1 mutant yeast, primary screen, luminescence, uHTS. S. cerevisiae tim23-1 growth, BacTiter-Glo luminescence, 24 h. inhibition, % at 20 µM. 1.3% of 330,000 active. AID 463212, 2010;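 active = growth inhibition of the mutant yeast at or above 50%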;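 also: temperature-sensitive mutant grown at 25 °C; plate controls were DMSO-treated mutant yeast for no effect and medium wells lacking yeast for full effect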
* hit, by the source's call; x = not tested or not shown.

SMILES | APJ antagonist | TIM10 inh | MPTP inh | GRIN3A LBD mod | tim10-1 inh | APJ ag | NALP3 yeast inh | MIN6 prolif | tim23-1 inh
CCOC(=O)Cc1nnc(NC(=O)CSc2ncc(-c3ccccc3)nn2)s1 | -16 | 1 | -3.2 | 0 | 14 | 0 | 12 | -1 | 20
Cc1ccc(C(=O)c2cc([N+](=O)[O-])ccc2N2CCOCC2)cc1C | 18 | -8 | 0.6 | 0 | 3 | -3 | -11 | -4 | 12
Cc1ccccc1NC(=O)Cc1nc(COC(=O)CCNS(=O)(=O)c2ccccc2)cs1 | -9 | -4 | 0.0 | 0 | 11 | -5 | 12 | -5 | 3
CC(C)(C)OC(=O)N1Cc2ccccc2C[C@H]1C(=O)NC1CCCC1 | 1 | 16 | 0.5 | -2 | 15 | -1 | 15 | 1 | 22
S=c1[nH]nc(CCSCc2ccccc2)n1-c1ccccc1 | -13 | 10 | 1.8 | 1 | 7 | -2 | 7 | 4 | 1
CCC(CC)c1nnc(NC(=O)c2cc(-c3ccccc3)nc3ccccc23)s1 | 6 | 15 | 31 | 0 | 23 | -1 | -2 | -5 | 20
Cc1cccc(NC(=O)CN2C(=O)C(C)Oc3ccccc32)n1 (centres undefined) | 5 | -5 | 0.8 | 0 | 15 | -1 | 16 | -3 | 13
COc1ccc(CCC(=O)NCCNC(=O)CCc2ccc(OC)cc2)cc1 | 8 | -13 | 1.1 | 0 | 8 | -4 | 22 | -2 | 11
O=C(NC1=NCCS1)c1ccc(Cl)cc1 | -17 | 21 | 0.0 | -3 | -33 | 1 | 23 | -3 | 16
Cc1ccc(C(=O)O/N=C(\N)c2ccc(C(F)(F)F)cn2)cc1 | 1 | 7 | 3.9 | 1 | -32 | 1 | 17 | 4 | -3
CCOC(=O)C1=C(CN2CCOCC2)NC(=O)NC1c1cccc([N+](=O)[O-])c1 (centres undefined) | 1 | -12 | 0.0 | 0 | 0 | 0 | 16 | -2 | -13
O=S(=O)(NCc1cccnc1)c1ccc(Cl)c2ccccc12 | 22 | -11 | 0.6 | 2 | 26 | 0 | 9 | -2 | 12
CC(=O)c1ccc(NC(=S)NCCCn2ccnc2)cc1 | -12 | -12 | 0.0 | 0 | 4 | -2 | 4 | -1 | 0
CC1=C(C(=O)OCc2ccccc2)C(c2cccc(Br)c2)NC(=O)N1 (centres undefined) | -5 | -10 | 7.6 | -1 | -22 | -2 | 14 | -3 | 7
CN(Cc1ccccc1)S(=O)(=O)c1ccc(NC(=O)C2CCCO2)cc1 (centres undefined) | 5 | -13 | -0.4 | 0 | 11 | -1 | 4 | -3 | 2
COCCN=C1Sc2nc3ccc(C)cc3cc2CN1Cc1ccco1 | 0 | 15 | 2.0 | 1 | 25 | 5 | 1 | -5 | 37
Cc1[nH]c2ccccc2c1SCCNC(=O)c1ccc(Br)o1 | 0 | 26 | 0.4 | -10 | 37 | -4 | 6 | -2 | 20
C[C@]12CC[C@H](O)C[C@@H]1CC[C@@H]1[C@@H]2CC[C@@]2(C)[C@H]1CCC(=O)[C@]21CCCO1 | x | 7 | 1.0 | -1 | -10 | x | x | x | 34
Cc1onc(-c2ccccc2)c1NC(=O)Nc1ccc(OC(F)F)cc1 | 6 | 12 | 39 | -2 | 17 | -7 | 15 | 0 | 13
COc1cccc(C2C(C#N)=C(N)N(N(C)C)C3=C2C(=O)CCC3)c1 (centres undefined) | -13 | -13 | 0.1 | 4 | 18 | -2 | -3 | 1 | 10
COc1cc(CNc2ccc3[nH]c(=O)[nH]c3c2)ccc1OCc1ccccc1C | -23 | 13 | 0.7 | 1 | 3 | 2 | 11 | 0 | 6
CCOc1ncccc1C(=O)OCc1ccc(Cl)cc1 | 14 | 0 | 1.6 | 10 | 7 | -2 | 4 | 0 | 8
COc1ccc(S(=O)(=O)N/N=C/c2ccc(OCCN3CCOCC3)c(OC)c2)cc1 | 6 | 10 | 2.6 | -1 | 16 | -2 | 2 | 0 | 6
Cc1cccc(C(=O)NC2CC3CCCC(C2)N3S(=O)(=O)c2ccccc2)c1 (centres undefined) | 9 | 35 | 0.5 | 2 | 36 | 0 | 3 | 3 | 39
CCOC(=O)Cc1csc(NC(=O)C2CCCCC2C(=O)O)n1 (centres undefined) | 26 | -6 | 0.8 | 0 | -15 | -3 | 1 | 1 | 2
Remaining list, next part.
SMILES | APJ antagonist | TIM10 inh | MPTP inh | GRIN3A LBD mod | tim10-1 inh | APJ ag | NALP3 yeast inh | MIN6 prolif | tim23-1 inh
C=CCNC(=O)C(=O)Nc1cc2c3c(c1)CCC(=O)N3CCC2 | -14 | -5 | 0.3 | -11 | 21 | 5 | 16 | -3 | -2
CCOc1ccccc1NC(=O)c1ccc([N+](=O)[O-])cc1 | -4 | 18 | x | x | 3 | -2 | 7 | 0 | 9
COc1ccc(S(=O)(=O)N2CCN(C(=O)c3ccc(C)o3)CC2)cc1 | 10 | 12 | 0.4 | 1 | 11 | -1 | 10 | 0 | 28
CC(C)Nc1nnc(SCC(=O)Nc2sccc2C#N)s1 | -5 | 18 | -0.2 | -3 | 25 | -3 | -1 | -5 | 33
CCCCNC(=O)Cn1cnc2sc(C)c(S(=O)(=O)N3CCN(c4ccccc4OC)CC3)c2c1=O | -4 | -1 | 0.8 | -1 | -9 | -1 | 3 | -1 | -6
O=C(OCc1cccc(C(F)(F)F)c1)c1cc(S(=O)(=O)N2CCOCC2)ccc1F | -20 | -9 | -0.4 | 1 | 33 | 19 | 19 | -7 | 31
O=c1c2cnn(-c3ccccc3)c2ncn1Cc1ccccn1 | 0 | -4 | -9.0 | -1 | -1 | -6 | 6 | -2 | 14
CCOc1ccc(C(=O)NCCC(=O)NCCCC(=O)O)cc1 | -6 | -9 | -0.5 | -7 | 13 | 1 | 17 | -2 | 12
COc1cccc(-c2nc(NCCN3CCOCC3)c3ccccc3n2)c1O | -10 | 24 | -0.1 | 4 | -7 | -1 | 17 | 0 | 4
COc1cc(C(=O)NCCC(=O)NC(C)CCc2ccccc2)cc(OC)c1OC (centres undefined) | 14 | 2 | -0.6 | -4 | -5 | -7 | 17 | 0 | 0
COc1oc(-c2ccc(Cl)cc2)nc1C(F)(F)F | -1 | 7 | -0.1 | 1 | 8 | -4 | -7 | -3 | 10
CC(C)CN(C(=O)CCNC(=O)c1ccc(Cl)cc1)C1CCS(=O)(=O)C1 (centres undefined) | 9 | -13 | -0.7 | 1 | -13 | -5 | 12 | -1 | -16
C=CCn1c(SCC(=O)Nc2ccc(C(=O)O)cc2)nc2scc(-c3ccccc3)c2c1=O | 4 | -3 | -0.7 | -2 | 10 | 0 | 15 | 0 | 8
CN1C(=O)CSc2ccc(NC(=O)NCc3ccccc3)cc21 | -12 | -5 | 5.9 | -2 | 13 | -4 | 10 | -2 | 8
O=C(Nc1ccccc1C(=O)O)c1cc(S(=O)(=O)N2CCCCC2)cs1 | 5 | -2 | -0.8 | -10 | 15 | -4 | 8 | 3 | 4
CN(C)c1ccc(-c2nn3c(C4CCCCC4)nnc3s2)cc1 | -1 | 37 | 21 | -2 | 39 | -1 | 20 | -6 | 42
CCC(C)(C)c1nnc(NC(=O)C2CCN(C(=O)c3ccco3)CC2)s1 | 21 | 16 | -2.4 | 6 | 24 | -4 | 14 | -6 | 25
COc1ccc(C(=O)N/C(=C\c2ccc(Cl)cc2)C(=O)NCC2CCCO2)cc1 (centres undefined) | 12 | -3 | 1.4 | -2 | -5 | 1 | 1 | -2 | 1
Cc1ccc(-c2csc(NC(=O)c3cc([N+](=O)[O-])ccc3N3CCOCC3)n2)cc1 | -4 | -19 | 3.9 | 0 | -6 | 3 | 4 | -3 | 3
O=C(N/N=C/c1c(Cl)[nH]c2ccccc12)c1sc2ccccc2c1Cl | 16 | 33 | 3.2 | 28* | 22 | -1 | 26 | 0 | 21
C/C(=N/N=C(/C)c1cccs1)c1cccs1 | 8 | -2 | 0.8 | 3 | -17 | -4 | 15 | -1 | -6
CCc1noc(C)c1C(=O)N(C)CC(=O)Nc1ccccc1Br | 9 | 11 | -0.7 | 4 | 1 | -4 | 15 | -1 | 6
O=C1c2ccccc2C(=O)c2c1ncn2-c1ccccc1 | -22 | 46* | 1.3 | -5 | 39 | 4 | 24 | 0 | 50
CCN1C(=NCCc2ccc(Br)cc2)N[C@@H](c2ccccc2)[C@H](C(=O)OC)[C@H]1C | -8 | -6 | 3.3 | -1 | -9 | -1 | 16 | -6 | -11
Cc1cc(C)cc(OCC(=O)OCc2nnc(-c3ccccc3)o2)c1 | -16 | -17 | -1.4 | -3 | -3 | 1 | -1 | -4 | 11

Overlap with the part before: 3 compounds; new compounds follow.
SMILES | APJ antagonist | TIM10 inh | MPTP inh | GRIN3A LBD mod | tim10-1 inh | APJ ag | NALP3 yeast inh | MIN6 prolif | tim23-1 inh
O=C1c2ccccc2C(=O)c2c1ncn2-c1ccccc1 | -22 | 46* | 1.3 | -5 | 39 | 4 | 24 | 0 | 50
CCN1C(=NCCc2ccc(Br)cc2)N[C@@H](c2ccccc2)[C@H](C(=O)OC)[C@H]1C | -8 | -6 | 3.3 | -1 | -9 | -1 | 16 | -6 | -11
Cc1cc(C)cc(OCC(=O)OCc2nnc(-c3ccccc3)o2)c1 | -16 | -17 | -1.4 | -3 | -3 | 1 | -1 | -4 | 11
Cc1ccc(C(=O)Nc2nnc(-c3ccncc3)o2)cc1 | 0 | -2 | 0.4 | 0 | -2 | 3 | 1 | 1 | -1
Fc1ccc(N/N=C/C=C/c2ccccc2)c(F)c1 | -24 | 10 | 3.6 | -5 | 69* | -2 | 16 | -3 | 28
O=C(OCn1nnc2ccccc2c1=O)C1CCN(S(=O)(=O)c2cccs2)CC1 | 10 | 11 | -1.5 | 4 | 31 | 4 | -12 | 0 | 31
O=C(/C=C/c1ccccc1)NCCc1ccccc1 | -42 | -11 | -1.2 | 0 | -22 | -2 | 18 | -4 | 15
O=C1NC(c2ccccc2)Nc2c1sc(=S)n2-c1ccccc1 (centres undefined) | 10 | -1 | 1.7 | -7 | 9 | 2 | 16 | -3 | -4
CCc1ccc2c(c1)C(O)(CC(=O)c1cccs1)C(=O)N2 (centres undefined) | 2 | -13 | -0.9 | 0 | 16 | -1 | -15 | -1 | 15
Cc1ccc(NC(=O)CCCc2ccccc2)c([N+](=O)[O-])c1 | 2 | -18 | -0.1 | -1 | -9 | -4 | 27 | 0 | 16
CC(=O)C(Cc1ccccc1)NC(=O)CN1c2cccc3cccc(c23)S1(=O)=O (centres undefined) | -4 | 14 | -0.2 | -1 | 14 | -4 | 5 | 3 | 12
CCOC(=O)Nc1sc(C)c(C)c1C(=O)OCC | 8 | 13 | 0.8 | 2 | 22 | -2 | 11 | 0 | 16
CCOC(=O)c1nn(-c2ccccc2F)c(-c2ccccc2)c1C(=O)c1ccccc1 | 7 | 27 | -3.6 | 0 | 29 | 0 | 7 | -4 | 35
CCCCCCCNC(=O)CN1N=C(c2ccc(C)cc2)CCC1=O | 6 | 33 | 0.6 | 1 | 25 | -4 | 34 | 0 | 29
CCOc1ccc(S(=O)(=O)NCCC(=O)N(C)Cc2cccs2)cc1 | 3 | -1 | -0.7 | 1 | 17 | -2 | 3 | -1 | 14
